Mcl1-Noxa inh = disrupts binding of human Mcl-1 to Noxa peptide; Q07820; TR-FRET Mcl-1/Noxa peptide binding, 2 h; inhibition, % at 21.7 µM; actives 1.5% (n = 220,000);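 active means compounds that cut the protein-peptide binding signal by more than 50% relative to plate controls in a single-dose test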;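 further: His-tagged Mcl-1 with rhodamine Noxa BH3 peptide and terbium anti-His antibody; 0% = Mcl-1 plus Noxa peptide wells and 100% = peptide-only wells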
Bim-Mcl-1 = human Bim-Mcl-1 interaction inhibition; Bead-based flow cytometry, Bim peptide-Mcl-1 binding; inhibition, % at 10 µM; actives 0.1% (n = 190,000); AID 1009;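 further: 0% = no compound tracer wells and 100% = peptide blocker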
Bcl-2 Bim block = human Bim-Bcl-2 interaction inhibition; Bead-based flow cytometry, Bim peptide-Bcl-2 binding; inhibition, % at 10 µM; actives 0.06% (n = 190,000); P10415; in the data active means inhibition above about 40%; inconclusive means no clear call, values can overlap the other calls;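 further: 0% = no compound wells with probe peptide and 100% = reference peptide inhibitor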
Target sequence (P10415 whole entry, looked up): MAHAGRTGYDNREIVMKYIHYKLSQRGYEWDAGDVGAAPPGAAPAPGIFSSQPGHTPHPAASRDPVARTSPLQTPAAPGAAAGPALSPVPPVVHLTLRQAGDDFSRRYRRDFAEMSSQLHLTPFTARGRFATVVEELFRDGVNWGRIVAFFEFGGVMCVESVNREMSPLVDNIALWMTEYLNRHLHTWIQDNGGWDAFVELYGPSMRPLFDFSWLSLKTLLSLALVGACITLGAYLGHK
Bim-Bcl-XL = inhibitors of Bim-Bcl-XL interaction, human; Bim peptide-Bcl-XL binding, bead flow cytometry, fluorescence; inhibition, % at 10 µM; actives 0.04% (n = 190,000); AID 1007
Target sequence (Q07817 whole entry, looked up): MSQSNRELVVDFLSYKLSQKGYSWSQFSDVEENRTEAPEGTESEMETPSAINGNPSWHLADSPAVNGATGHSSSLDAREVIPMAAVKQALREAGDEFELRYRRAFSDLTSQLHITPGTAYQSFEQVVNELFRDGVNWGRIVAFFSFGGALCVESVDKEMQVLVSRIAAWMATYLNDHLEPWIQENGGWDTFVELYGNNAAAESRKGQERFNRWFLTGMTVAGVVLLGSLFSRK
RGS4-Gao reg = human RGS4-Galphao interaction regulation | binding response (% of control), % at 10 µM | Multiplexed bead flow cytometry, RGS4-Galphao binding; actives lie on both sides | P09471 | actives 0.33% (n = 220,000); in the data active means binding response below about 49% or above about 150%; inactive means in between;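 further: fluorescent Galphao activated with aluminum fluoride binding bead-coupled RGS4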
Bcl-B Bim block = human Bim-Bcl-B interaction inhibition | actives 0.073% (n = 190,000) | AID 951 | bead-based flow cytometry, Bim peptide-Bcl-B binding | inhibition, % at 10 µM;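 further: 0% = tracer peptide without compound and 100% = reference inhibitor peptide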
Target sequence (Q9HD36 whole entry, looked up): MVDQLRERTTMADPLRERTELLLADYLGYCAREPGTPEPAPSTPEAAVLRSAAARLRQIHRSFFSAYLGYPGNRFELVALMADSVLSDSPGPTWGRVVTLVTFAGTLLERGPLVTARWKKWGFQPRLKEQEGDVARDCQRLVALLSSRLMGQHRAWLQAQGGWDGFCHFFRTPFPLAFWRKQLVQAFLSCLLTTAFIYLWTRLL
RGS7-Gao = human RGS7-Galphao interaction regulation; Multiplexed bead flow cytometry, RGS7-Galphao binding; actives lie on both sides; binding response (% of control), % at 10 µM; actives 0.35% (n = 220,000); in the data active means binding response below about 49% or above about 150%; inconclusive means no clear call, values can overlap the other calls; inactive means in between;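 further: fluorescent Galphao held in activated GDP-AlF4 state binding bead-coupled RGS7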
RGS8-Gao = human RGS8-Galphao interaction regulation. P09471. multiplexed bead flow cytometry, RGS8-Galphao binding; actives lie on both sides. response (percent of control binding), % at 10 µM. actives 0.34% (n = 220,000); in the data active means response below about 60% or above about 140%; inactive means in between;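 further: Galphao activated as the GDP aluminium fluoride complex binding bead-coupled RGS8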
Bfl-1 Bim block = inhibitors of Bim-Bfl-1 interaction, human; Q16548; Bead-based flow cytometry, Bim-Bfl-1 binding inhibition; inhibition, % at 10 µM; actives 0.12% (n = 190,000); AID 1008;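 further: 0% = wells without compound plus tracer and 100% = blocker peptide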
Bim-Bcl-W = human Bim-Bcl-W interaction inhibition | inhibition, % at 10 µM | actives 0.02% (n = 190,000) | AID 952 | bead-based flow cytometry, Bim peptide-Bcl-W binding | Q92843;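 further: 0% = bound tracer without compound and 100% = peptide blocker; higher means less fluorescent Bim peptide bound to Bcl-W beads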
Target sequence (Q92843 whole entry, looked up): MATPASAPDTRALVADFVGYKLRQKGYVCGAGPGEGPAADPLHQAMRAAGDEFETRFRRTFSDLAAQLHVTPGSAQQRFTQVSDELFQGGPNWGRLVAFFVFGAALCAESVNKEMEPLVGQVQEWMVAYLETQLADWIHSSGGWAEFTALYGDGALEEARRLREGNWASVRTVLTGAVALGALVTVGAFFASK
Mcl1 Bid PPI = disrupts binding of human Mcl-1 to Bid peptide | Q07820 | TR-FRET Mcl-1/Bid-Dy647 peptide binding, 1536-well | inhibition, % at 21.7 µM | actives 0.97% (n = 220,000) | AID 1021;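 active means compounds that cut the binding signal by more than half at the single screening dose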;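 further: His-tagged Mcl-1 with europium anti-His antibody binding Bid BH3 peptide; 0% = Mcl-1 plus peptide wells and 100% = peptide-only wells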
* marks the source's active call; other numbers are inactive results; u = inconclusive; x = not tested or not shown. Unless noted, no stated cut-off is given here; in the data, active means inhibition above about 40%.

Each structure is followed by: Bcl-2 Bim block | Bfl-1 Bim block | Bim-Bcl-XL | RGS4-Gao reg | Bim-Bcl-W | Bcl-B Bim block | Mcl1 Bid PPI | Bim-Mcl-1 | RGS8-Gao | RGS7-Gao | Mcl1-Noxa inh
1) CC(C)(C)c1ccccc1OCCCCCNCCO
  2 | 4 | 0 | 103 | 4 | 4 | 16 | 1 | 106 | 104 | 9
2) CCCCN(CC)CCCNC(=O)Cn1nc(Cc2cccnc2)c2ccccc2c1=O
  -6 | -1 | -2 | 103 | -3 | 0 | -3 | 0 | 99 | 99 | 16
3) COc1ccc(OCC(=O)O/N=C(\N)c2ccc(OC)c(OC)c2)cc1
  0 | -2 | -2 | 99 | -1 | 0 | -29 | 1 | 104 | 98 | 9
4) Cc1ccc2c(c1)C1CN(C)CCC1N2C(=O)COc1ccc(N(C)S(=O)(=O)c2cccs2)cc1 (centres undefined)
  x | x | x | 94 | x | x | -22 | x | 102 | u | -32
5) O=C(Nc1nnc(-c2ccc3c(c2)CCCC3)o1)c1ccc(Cl)cc1Cl
  -5 | -8 | -4 | 104 | 0 | -3 | 12 | -1 | 105 | 102 | -44
6) Cc1ccc(Nc2nc(C)cc(C)n2)c(Br)c1
  -3 | -2 | 1 | 102 | -1 | 3 | -3 | -2 | 100 | 103 | -3
7) Cc1nonc1C(=O)N/N=C/c1ccccc1
  1 | -4 | 0 | 103 | -2 | 0 | -10 | 2 | 101 | 103 | 13
8) O=C(O)C1CCN(S(=O)(=O)N2CCOCC2)CC1
  -9 | -20 | -6 | 102 | -2 | -10 | -8 | -4 | 100 | 114 | 0
9) CC1=NS(=O)(=O)c2cc(Cl)ccc2N1
  0 | 0 | 0 | 102 | -1 | 2 | 4 | -1 | 100 | 101 | 6
10) O=C(CNC(=O)Cc1ccccc1)NCC(=O)OCC(=O)c1ccc(F)cc1
  -5 | -4 | 0 | 103 | 1 | -6 | -10 | 4 | 102 | 99 | -5
11) Cn1c(Cc2cccc3ccccc23)nnc1SCC(=O)N1CCN(c2cccc(Cl)c2)CC1
  -5 | -9 | -10 | 100 | 4 | -5 | -49 | 0 | 98 | 92 | -10
12) COCCNC(=O)NC(=O)COC(=O)c1cc([N+](=O)[O-])ccc1Sc1nc(C)cs1
  -2 | -1 | 1 | 103 | -1 | -1 | -15 | -2 | 101 | 101 | 6
13) Cc1ccc(S(=O)(=O)Oc2ccc(/C=C(/NC(=O)c3ccccc3)C(=O)NCCCC(=O)O)cc2)cc1
  -1 | -4 | -1 | 101 | 2 | 0 | 4 | 2 | 98 | 101 | 21
14) Cc1c(NC(=O)c2cccs2)cccc1-c1nc2ccccc2s1
  -11 | -11 | -13 | 95 | -10 | -27 | -42 | -9 | 100 | 99 | -79
15) Cc1ccc(Cn2ccc(NC(=O)c3cc(-c4cccc(Cl)c4)on3)n2)cc1
  -8 | -12 | -7 | 99 | -4 | -8 | -4 | -6 | 100 | 101 | 15
16) CCOc1ccc(N2C(=O)Nc3ccccc3C2(O)C(=O)N2CCN(c3ccccn3)CC2)cc1 (centres undefined)
  6 | 5 | -1 | 95 | -1 | 2 | 9 | -2 | 98 | u | 12
17) CNc1nc(N)c([N+](=O)[O-])c(NCc2ccccc2)n1
  2 | -1 | 0 | 98 | -1 | 0 | -10 | 2 | 108 | 95 | 23
18) C[C@H](N)c1nnc(SCc2c(Cl)cccc2Cl)o1
  -10 | -11 | -7 | 102 | 1 | -12 | 9 | -2 | 102 | 101 | 17
19) O=C(Nc1ccc(-c2nnn(CC(=O)N3CCN(C(=O)c4ccco4)CC3)n2)cc1)c1ccccc1F
  0 | -8 | -3 | 99 | -2 | -3 | -14 | -3 | 100 | 97 | 9
20) O=C(CSc1nc(-c2cccs2)cc(C(F)(F)F)n1)NCc1ccco1
  -11 | -11 | -5 | 102 | 0 | -12 | -44 | -4 | 103 | 99 | 4
21) CN(C)NC(=O)c1ccsc1NC(=O)c1ccc(S(=O)(=O)N2CCCC2)cc1
  x | x | x | 109 | x | x | -32 | x | 105 | u | 9
22) COc1ccc(CCNC(=O)Cn2c(=O)n(-c3ccc(F)cc3F)c(=O)c3sccc32)cc1OC
  -1 | -7 | -4 | 94 | -7 | -6 | -7 | -5 | 100 | 97 | 8
23) CC(=O)CC(C)(C)n1nnc(-c2ccccc2)n1
  -1 | -1 | 0 | 103 | 0 | -1 | 9 | -2 | 105 | 102 | 9
24) Cc1ccc(-c2nnn(CCC(=O)NC3CCCC3)n2)cc1
  -13 | -22 | -12 | 99 | -1 | -9 | 2 | -8 | 102 | 99 | -10
25) O=c1ccc2cc(S(=O)(=O)Nc3ccc(F)cc3)ccc2o1
  0 | -4 | -1 | 101 | -3 | -5 | -3 | -2 | 99 | 101 | 5
26) N/C(CSc1ccc(Cl)cc1)=N\S(=O)(=O)c1ccc(Cl)cc1
  x | x | x | 105 | x | x | 18 | x | 102 | u | 19
27) Cc1ccc2cn[nH]c2c1N
  2 | 0 | 1 | 109 | 4 | 2 | -40 | 3 | 107 | 107 | 30
28) COc1ccc(N(CC(=O)N2CCC(C)CC2)S(=O)(=O)c2c(C)nn(C)c2C)cc1
  -7 | -7 | -4 | 103 | 0 | -4 | -12 | 0 | 103 | 102 | 17
29) O=S(=O)(Nc1ccc(Cl)cn1)c1cnc(Cl)c(Br)c1
  x | x | x | 97 | x | x | -16 | x | 98 | u | 14
30) Clc1cccc2sc(N3CCCC3)nc12
  -5 | -3 | -21 | 98 | -1 | 0 | 11 | -4 | 96 | 93 | 14

10 compounds out of the list, arranged by molar mass, high to low:
Each structure is followed by: Bcl-2 Bim block | Bfl-1 Bim block | Bim-Bcl-XL | RGS4-Gao reg | Bim-Bcl-W | Bcl-B Bim block | Mcl1 Bid PPI | Bim-Mcl-1 | RGS8-Gao | RGS7-Gao | Mcl1-Noxa inh
19) O=C(Nc1ccc(-c2nnn(CC(=O)N3CCN(C(=O)c4ccco4)CC3)n2)cc1)c1ccccc1F
  0 | -8 | -3 | 99 | -2 | -3 | -14 | -3 | 100 | 97 | 9
28) COc1ccc(N(CC(=O)N2CCC(C)CC2)S(=O)(=O)c2c(C)nn(C)c2C)cc1
  -7 | -7 | -4 | 103 | 0 | -4 | -12 | 0 | 103 | 102 | 17
21) CN(C)NC(=O)c1ccsc1NC(=O)c1ccc(S(=O)(=O)N2CCCC2)cc1
  x | x | x | 109 | x | x | -32 | x | 105 | u | 9
20) O=C(CSc1nc(-c2cccs2)cc(C(F)(F)F)n1)NCc1ccco1
  -11 | -11 | -5 | 102 | 0 | -12 | -44 | -4 | 103 | 99 | 4
29) O=S(=O)(Nc1ccc(Cl)cn1)c1cnc(Cl)c(Br)c1
  x | x | x | 97 | x | x | -16 | x | 98 | u | 14
26) N/C(CSc1ccc(Cl)cc1)=N\S(=O)(=O)c1ccc(Cl)cc1
  x | x | x | 105 | x | x | 18 | x | 102 | u | 19
18) C[C@H](N)c1nnc(SCc2c(Cl)cccc2Cl)o1
  -10 | -11 | -7 | 102 | 1 | -12 | 9 | -2 | 102 | 101 | 17
24) Cc1ccc(-c2nnn(CCC(=O)NC3CCCC3)n2)cc1
  -13 | -22 | -12 | 99 | -1 | -9 | 2 | -8 | 102 | 99 | -10
30) Clc1cccc2sc(N3CCCC3)nc12
  -5 | -3 | -21 | 98 | -1 | 0 | 11 | -4 | 96 | 93 | 14
27) Cc1ccc2cn[nH]c2c1N
  2 | 0 | 1 | 109 | 4 | 2 | -40 | 3 | 107 | 107 | 30

Next part:
Each structure is followed by: Bcl-2 Bim block | Bfl-1 Bim block | Bim-Bcl-XL | RGS4-Gao reg | Bim-Bcl-W | Bcl-B Bim block | Mcl1 Bid PPI | Bim-Mcl-1 | RGS8-Gao | RGS7-Gao | Mcl1-Noxa inh
31) Cc1[nH]c2ccccc2c1/C=N/NC(=O)CNC(=O)c1ccc2c(c1)OCO2
  -3 | -18 | -2 | 111 | 0 | -2 | -18 | -2 | 96 | 108 | 25
32) Cc1cc(Oc2ncccc2[N+](=O)[O-])c2cc(Cl)ccc2n1
  x | x | x | 99 | x | x | -7 | x | 101 | u | 5
33) COc1ccccc1NC(=S)N(CCN1CCOCC1)Cc1ccccc1F
  2 | 3 | 0 | 109 | -1 | 1 | -23 | 0 | 106 | u | 8
34) Cn1c(SCC(=O)NC(=O)CN2CCCC2=O)nnc1-c1ccc(F)cc1
  1 | -3 | 0 | 101 | 3 | 2 | -15 | 0 | 99 | u | 11
35) Cc1ccc(C(=O)Oc2ccc(C(=O)COC(=O)C3CC(=O)N(Cc4ccco4)C3)cc2)cc1 (centres undefined)
  3 | 0 | -2 | 90 | -1 | -4 | 57* | 0 | 96 | 100 | -216
36) N#C[C@@H]1[C@@H]2C(=O)N(c3ccc4c(c3)OCCO4)C(=O)[C@@H]2C2c3ccccc3C=CN21 (some centres undefined)
  -2 | -12 | -4 | 101 | 0 | -9 | -21 | -2 | 103 | 102 | 19
37) CCOc1ccc(C2NC(=O)c3ccccc3O2)cc1 (centres undefined)
  4 | 0 | 0 | 98 | 0 | 1 | -28 | 1 | 101 | 104 | 19
38) Cn1c(=O)[nH]c(=O)c2c1nc(NCCCn1ccnc1)n2Cc1ccccc1
  0 | -1 | -5 | 102 | -4 | -3 | -44 | -3 | 99 | 104 | 3
39) COc1ccc(C(C(=O)NC(C)(C)C)N(C(=O)CNC(=O)c2cccs2)c2ccc(C(C)C)cc2)cc1OC (centres undefined)
  0 | -3 | 0 | 101 | 0 | 1 | 4 | 0 | 96 | 93 | -1
40) CCCCn1c(SCC(=O)NCCOC)nc2ccc(N3CCOCC3)cc2c1=O
  -1 | 4 | 0 | 96 | -2 | -10 | -34 | -3 | 98 | 97 | 89*
41) COc1cc(-c2nc3ccccn3c2/N=C/c2cccc(F)c2)ccc1O
  -5 | -5 | -3 | 100 | -2 | -1 | -18 | 0 | 100 | 104 | 22
42) CN(C)c1nc(NCc2ccccc2)nc(SCC(=O)Nc2ccccc2Cl)n1
  -5 | -2 | -6 | 100 | -5 | -11 | -5 | -5 | 102 | 102 | -15
43) COc1ccc2[nH]c(=O)c(CN(C(=O)C3CCCO3)c3ccc(C)cc3)cc2c1 (centres undefined)
  -2 | 1 | 0 | 101 | -1 | -4 | 25 | 1 | 105 | 100 | 1
44) c1cncc(CSc2nnc3ccc(-c4ccncc4)nn23)c1
  0 | -2 | 3 | 103 | 1 | 0 | -16 | 1 | 101 | u | 3
45) O=C(Nc1ccccc1)Nc1cc([N+](=O)[O-])ccc1F
  -5 | 0 | -8 | 101 | -4 | -10 | 3 | -3 | 104 | 104 | 13
46) CC(C)NC(=O)c1ccc(CNC(=O)OCC(F)(F)F)cc1
  0 | -1 | 3 | 91 | -1 | -1 | -14 | -2 | 89 | 92 | -5
47) CCOc1ccc2nc(NC(=O)c3cnc(C)cn3)sc2c1
  -1 | -11 | -9 | 93 | 6 | 0 | -22 | 0 | 98 | 97 | 38
48) CCOC(=O)c1ccc(NC(=O)N(CC)CC)cc1
  -13 | -9 | -15 | 104 | -5 | -10 | 0 | -6 | 103 | 102 | x
